Smad3 FoxH1 inh: Smad3 (human) transcription factor binding inhibition; P84022; TR-FRET Smad3/Dy647-FoxH1 peptide binding, europium anti-His; inhibition, % at 25 µM; 0.29% of 88,000 active;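 active = compounds that reduce the energy-transfer binding signal between the protein and its labelled peptide by more than half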;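 also: 0% = Smad3 plus labelled peptide maximal FRET and 100% = peptide-only background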
DAT uptake mod: changed human dopamine transporter uptake under cocaine IC80; Q01959; LLC-PK1 hDAT cells, [14C]-dopamine uptake with cocaine IC80; actives deviate in either direction; B-score at 10 µM; 1.3% of 110,000 active;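 active = Z score or B-score, a plate-position-corrected score, falls beyond the plate's 99.7% confidence bounds, in either direction; inactive = both scores lie inside the 99.7% bounds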;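 also: scored against the spread of the other compound wells on the same plate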
MT1-MMP txn act: MT1-MMP promoter transcription activation; HT1080 MT1-MMP promoter luciferase reporter, luminescence, overnight; hits give high values; activation factor at 10 µM; 0.16% of 86,000 active; AID 750;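 active = activation factor of at least 2 for MT1-MMP transcription at 10 µM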
HUVEC tox TNFa: HUVEC cytotoxicity counter-screen, TNF alpha stimulated. cell count reduction, % at 2 µM. AID 848. 0.17% of 93,000 active. HUVEC TNFalpha-stimulated, Hoechst cell count, imaging;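 active = cell count reduction exceeding the screen mean by over 5 SD, scaled to untreated wells per plate, cut at about 78% in these data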;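 also: cells counted after 24 h of TNF alpha exposure following the 1 h pretreatment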
Candida biofilm: kills Candida albicans biofilms; 0.14% of 85,000 active; AID 834; C. albicans biofilm + clotrimazole, Alamar Blue; inhibition, % at 6 µM;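 active = inhibition above 20%; inactive = inhibition below 20%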;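 also: preformed 24 hr biofilms exposed to compound for 48 hr; 0% = biofilm without compound and 100% = blank killed by clotrimazole plus chlorhexidine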
HUVEC tox IL1B: HUVEC cytotoxicity counter-screen, IL-1B stimulated. HUVEC cell count loss, Hoechst imaging. cell count reduction, % at 2 µM. 0.41% of 94,000 active;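 active = cell count reduction more than 3 SD above the screen-wide mean, cut at about 70% in these data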;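 also: normalized per plate to untreated control cells as the no-loss baseline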
PTPN22 inh 2: blocks human PTPN22 phosphatase activity | recombinant LYP catalytic domain, DiFMUP fluorescence | 0.21% of 96,000 active | Q9Y2R2 | inhibition, % at 2 µM;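 active = inhibition at 2 µM at or above a set limit, the screen mean plus 3 SD, cut at about 24% in these data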;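 also: 0% = DMSO with enzyme and 100% = enzyme fully blocked by orthovanadate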
Target sequence (Q9Y2R2 whole entry, looked up, the tested form may be a part): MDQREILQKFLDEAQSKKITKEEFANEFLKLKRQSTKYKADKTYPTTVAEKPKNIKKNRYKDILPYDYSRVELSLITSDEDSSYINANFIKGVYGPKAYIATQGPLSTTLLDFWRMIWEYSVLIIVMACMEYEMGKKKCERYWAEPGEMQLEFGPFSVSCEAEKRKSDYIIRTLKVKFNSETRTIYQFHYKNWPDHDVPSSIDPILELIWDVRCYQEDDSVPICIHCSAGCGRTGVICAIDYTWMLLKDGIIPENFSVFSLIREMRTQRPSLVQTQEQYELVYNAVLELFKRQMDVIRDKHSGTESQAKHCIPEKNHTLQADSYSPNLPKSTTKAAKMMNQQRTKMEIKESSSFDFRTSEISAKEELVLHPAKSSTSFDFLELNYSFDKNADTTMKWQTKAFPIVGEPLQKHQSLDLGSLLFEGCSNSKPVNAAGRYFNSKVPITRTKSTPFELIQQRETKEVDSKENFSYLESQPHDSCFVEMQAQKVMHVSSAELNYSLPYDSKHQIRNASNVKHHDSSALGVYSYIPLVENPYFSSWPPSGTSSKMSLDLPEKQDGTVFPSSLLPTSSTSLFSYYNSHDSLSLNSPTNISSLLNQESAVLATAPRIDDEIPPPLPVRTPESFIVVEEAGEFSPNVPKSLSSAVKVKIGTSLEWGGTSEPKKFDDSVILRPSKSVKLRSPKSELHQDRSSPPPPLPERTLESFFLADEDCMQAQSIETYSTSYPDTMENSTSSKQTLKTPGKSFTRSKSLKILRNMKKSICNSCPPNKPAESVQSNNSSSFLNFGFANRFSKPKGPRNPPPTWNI
VCAM1 TNFa inh: reduces TNF alpha induced VCAM1 expression in HUVEC. inhibition, % at 2 µM. HUVEC TNFa-induced VCAM-1 immunofluorescence, high-content imaging. 0.48% of 95,000 active. AID 802;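 active = inhibition above the batch mean plus 3 SD, with images confirmed as a hit by eye, cut at about 37% in these data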;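 also: 0% = TNF-stimulated DMSO wells and 100% = unstimulated control wells; not every result past the cut was called active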
cytoskel mod: alters cytoskeleton assembly in HUVEC cells. HUVEC TNFa F-actin phalloidin imaging, high content. inhibition, % at 2 µM. 0.18% of 91,000 active;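 active = inhibition above the batch mean plus 3 SD and confirmed as a hit by visual image inspection, cut at about 30% in these data, passing the limit was not always enough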; also: strong numbers were not always called active
An asterisk follows results filed as active; [ ] = dose if it differs, or a comment.

For Cc1ccc(S(=O)(=O)N2CCC(C(=O)Nc3nnc(COc4ccccc4)s3)CC2)cc1 the results were Smad3 FoxH1 inh -2, DAT uptake mod -0.079, MT1-MMP txn act 1, HUVEC tox TNFa -7, Candida biofilm 5, HUVEC tox IL1B -9, PTPN22 inh 2 -3, VCAM1 TNFa inh 3 and cytoskel mod 3.
`O=C(CN(C(=O)CNC(=O)c1cccs1)c1ccc2c(c1)OCCO2)NC1CCCC1` gave DAT uptake mod 0.13, HUVEC tox TNFa 2, HUVEC tox IL1B -27, PTPN22 inh 2 9, VCAM1 TNFa inh 17 and cytoskel mod -19.
`Cc1ccc(Cl)cc1N1CCN(C(=O)c2cn(C)c(=O)c3c2c2ccccc2n3C)CC1` gave Smad3 FoxH1 inh -20[fluorescence artefact?], DAT uptake mod -0.55, MT1-MMP txn act 1.1, HUVEC tox TNFa -3, Candida biofilm 0, HUVEC tox IL1B -25, PTPN22 inh 2 -21, VCAM1 TNFa inh -8 and cytoskel mod -6.
Screening Cc1ccc(Cl)cc1N1CCN(C(=O)C2CCCN(S(=O)(=O)c3cnc[nH]3)C2)CC1 (stereo unspecified) returned Smad3 FoxH1 inh 15, DAT uptake mod -0.35, MT1-MMP txn act 1.1 and Candida biofilm 9.
`O=C1OCCC1Sc1nc2ccccc2s1` (stereo unspecified) gave Smad3 FoxH1 inh 2, DAT uptake mod -0.58, MT1-MMP txn act 0.9, HUVEC tox TNFa -2, Candida biofilm 6, HUVEC tox IL1B 35, PTPN22 inh 2 8, VCAM1 TNFa inh 17 and cytoskel mod 10.
For CC/C(=N\NC(=O)c1ccncc1)C12CC3CC(CC(C3)C1)C2 the results were DAT uptake mod 0.86, HUVEC tox TNFa 6, HUVEC tox IL1B 4, PTPN22 inh 2 -11, VCAM1 TNFa inh 34 and cytoskel mod -2.
COc1ccc(CC(=O)N2CCc3ccccc32)cc1 was read as Smad3 FoxH1 inh 12[fluorescence artefact?], DAT uptake mod 1, MT1-MMP txn act 1.8, HUVEC tox TNFa -24, Candida biofilm 5, HUVEC tox IL1B -33, PTPN22 inh 2 -8, VCAM1 TNFa inh -4 and cytoskel mod 1.
Screening O=C1CCCN1CCCn1cnc2c([nH]c3ccc(F)cc32)c1=O returned Smad3 FoxH1 inh 10, DAT uptake mod -0.76, MT1-MMP txn act 1.2, HUVEC tox TNFa -13, Candida biofilm 9, HUVEC tox IL1B -1, PTPN22 inh 2 -2, VCAM1 TNFa inh -15 and cytoskel mod -6.
CCNC(=O)N1c2ccc(OC)cc2C(C)=CC1(C)C was read as Smad3 FoxH1 inh -3, DAT uptake mod -1.7, MT1-MMP txn act 1, HUVEC tox TNFa 11, Candida biofilm 4, HUVEC tox IL1B 22, PTPN22 inh 2 1, VCAM1 TNFa inh -13 and cytoskel mod -35.
`O=C(c1csc(Nc2ccccc2Cl)n1)N1CCCC1` gave Smad3 FoxH1 inh 8, MT1-MMP txn act 1.9, HUVEC tox TNFa -1, Candida biofilm 5, HUVEC tox IL1B -41, PTPN22 inh 2 5, VCAM1 TNFa inh -1 and cytoskel mod -28.
For N#Cc1nc(Cc2cccc3ccccc23)oc1N1CCC(C(N)=O)CC1 the results were Smad3 FoxH1 inh 4[fluorescence artefact?], DAT uptake mod 0.41, MT1-MMP txn act 1, HUVEC tox TNFa 1, Candida biofilm -1, HUVEC tox IL1B 33, PTPN22 inh 2 4, VCAM1 TNFa inh 10 and cytoskel mod -22.
For CCOC(=O)C1C(=O)C=C(c2cccc(NS(C)(=O)=O)c2)CC1c1ccco1 (stereo unspecified) the results were Smad3 FoxH1 inh 9, DAT uptake mod 1.7, MT1-MMP txn act 1.2, HUVEC tox TNFa -9, Candida biofilm 4, HUVEC tox IL1B -3, PTPN22 inh 2 -11, VCAM1 TNFa inh 6 and cytoskel mod -13.
O=C(Cc1ccccc1[N+](=O)[O-])NCc1ccccc1Cl was read as DAT uptake mod -0.0041, HUVEC tox TNFa -13, HUVEC tox IL1B -15, PTPN22 inh 2 -11, VCAM1 TNFa inh 3 and cytoskel mod -6.
Screening O=C(CS(=O)(=O)c1cn(Cc2ccc(Cl)cc2)c2ccccc12)N1CCOCC1 returned Smad3 FoxH1 inh 0[fluorescence artefact?], DAT uptake mod -1.6, MT1-MMP txn act 1 and Candida biofilm 5.
Screening C/C(=N\OC(=O)c1cccc(C)c1)c1sc(-c2ccccc2)nc1C returned DAT uptake mod 0.69, HUVEC tox TNFa 1, HUVEC tox IL1B 12, PTPN22 inh 2 7, VCAM1 TNFa inh -7 and cytoskel mod -19.
`O=C(Oc1cccc(-n2cnnn2)c1)c1ccco1` gave Smad3 FoxH1 inh -6, DAT uptake mod -0.009, MT1-MMP txn act 1.3, HUVEC tox TNFa 0, Candida biofilm -2, HUVEC tox IL1B 19, PTPN22 inh 2 -10, VCAM1 TNFa inh 7 and cytoskel mod 4.
O=C(Nc1ccc2c(c1)OCO2)C1CCCN1C(=O)Nc1ccccc1F (stereo unspecified) was read as Smad3 FoxH1 inh 8, DAT uptake mod 0.34, MT1-MMP txn act 1.2, HUVEC tox TNFa -37, Candida biofilm 5, HUVEC tox IL1B -11, PTPN22 inh 2 5, VCAM1 TNFa inh -10 and cytoskel mod 10.
Screening COC(=O)C1=CN(CC2CCCO2)C=C(C(=O)OC)C1c1ccccc1C(F)(F)F (stereo unspecified) returned Smad3 FoxH1 inh 6, DAT uptake mod -0.87, MT1-MMP txn act 1.4, HUVEC tox TNFa -5, Candida biofilm 0, HUVEC tox IL1B 2, PTPN22 inh 2 4, VCAM1 TNFa inh -9 and cytoskel mod 18.
O=C(O)c1ccc(F)c(S(=O)(=O)Nc2ccccc2Cl)c1 was read as Smad3 FoxH1 inh -13, DAT uptake mod -0.49, MT1-MMP txn act 1.1, Candida biofilm 2, HUVEC tox IL1B -16, PTPN22 inh 2 -3, VCAM1 TNFa inh -6 and cytoskel mod 3.
Screening COc1ccc(CC(=O)OCC(=O)NC(=O)NC23CC4CC(CC(C4)C2)C3)cc1 returned DAT uptake mod 0.54, HUVEC tox TNFa -28, HUVEC tox IL1B -9, PTPN22 inh 2 -3, VCAM1 TNFa inh -2 and cytoskel mod 21.
For CC(=O)C(=Nc1ccccc1Cl)NNc1ccc(Cl)cc1 the results were Smad3 FoxH1 inh 6, DAT uptake mod -1.2, MT1-MMP txn act 1.2, HUVEC tox TNFa -16, HUVEC tox IL1B 20, PTPN22 inh 2 9, VCAM1 TNFa inh 4 and cytoskel mod 17.
Screening Cc1ccc(-c2nc(CSCC(=O)N3CCN(c4ccccn4)CC3)c(C)o2)cc1 returned Smad3 FoxH1 inh 6, DAT uptake mod 1.7, MT1-MMP txn act 1, HUVEC tox TNFa -35, Candida biofilm 11, HUVEC tox IL1B 6, PTPN22 inh 2 4, VCAM1 TNFa inh 19 and cytoskel mod 18.
For Clc1ccc2nc(CSc3nnc4ccccn34)cn2c1 the results were Smad3 FoxH1 inh -3, DAT uptake mod -0.15, MT1-MMP txn act 1.3, HUVEC tox TNFa -3, Candida biofilm 2, HUVEC tox IL1B 13, PTPN22 inh 2 7, VCAM1 TNFa inh 17 and cytoskel mod -17.
For O=S(=O)(Nc1ccccn1)c1ccc(Cl)cc1 the results were Smad3 FoxH1 inh -2, DAT uptake mod 0.3, MT1-MMP txn act 1.1 and Candida biofilm 0.
Screening CC(C)C[C@H](NC(=O)NC(C)C)C(=O)O returned Smad3 FoxH1 inh 0, DAT uptake mod -0.76, MT1-MMP txn act 1.2, Candida biofilm 0, HUVEC tox IL1B -20, PTPN22 inh 2 6 and cytoskel mod -8.
Screening Cc1ccc(C)c(NS(=O)(=O)c2c(C)nn(C)c2C)c1 returned Smad3 FoxH1 inh -12, DAT uptake mod -0.1, MT1-MMP txn act 1.1, HUVEC tox TNFa -35, Candida biofilm 5, HUVEC tox IL1B -18, PTPN22 inh 2 17, VCAM1 TNFa inh -4 and cytoskel mod -10.
Screening CCn1c(=O)n(CC(=O)N2CC(C)CC(C)C2)c(=O)c2ccccc21 (stereo unspecified) returned Smad3 FoxH1 inh 4, DAT uptake mod 0.29, MT1-MMP txn act 1.1, HUVEC tox TNFa -9, Candida biofilm 10, HUVEC tox IL1B 2, PTPN22 inh 2 -2, VCAM1 TNFa inh 7 and cytoskel mod -29.
CSc1ccc(S(=O)(=O)Nc2c(C)cccc2C)cc1 was read as Smad3 FoxH1 inh 10, DAT uptake mod -0.14, MT1-MMP txn act 1, HUVEC tox TNFa -6, Candida biofilm 2, HUVEC tox IL1B -15, PTPN22 inh 2 -3, VCAM1 TNFa inh 5 and cytoskel mod 1.
Screening C=CCn1c(SCC(=O)O)nnc1-c1cccs1 returned Smad3 FoxH1 inh -3, DAT uptake mod -0.95, MT1-MMP txn act 1.2, HUVEC tox TNFa -17, Candida biofilm 3, HUVEC tox IL1B -2, PTPN22 inh 2 -5, VCAM1 TNFa inh -23 and cytoskel mod -2.
`CCOC(=O)c1oc2ccccc2c1NC(=O)C1CCCCC1` gave Smad3 FoxH1 inh 25[fluorescence artefact?], DAT uptake mod 0.024, MT1-MMP txn act 1.1 and Candida biofilm 5.
CCOc1ccc(C)cc1S(=O)(=O)Nc1cccnc1 was read as Smad3 FoxH1 inh -29, DAT uptake mod -0.89, MT1-MMP txn act 1.1, HUVEC tox TNFa -2, Candida biofilm -4, HUVEC tox IL1B 15, PTPN22 inh 2 5, VCAM1 TNFa inh -7 and cytoskel mod -19.
For Cc1nc(NC(=O)CSc2nnc3ccccn23)c(Cl)cc1Cl the results were Smad3 FoxH1 inh -2, DAT uptake mod -0.26, MT1-MMP txn act 1.1, HUVEC tox TNFa -12, Candida biofilm 7, HUVEC tox IL1B -22, PTPN22 inh 2 3, VCAM1 TNFa inh 19 and cytoskel mod 0.
Screening CCN(CC)c1nc(Nc2ccccc2)nc(Oc2ccc(=O)n(C)n2)n1 returned Smad3 FoxH1 inh 3, DAT uptake mod 0.77, MT1-MMP txn act 1 and Candida biofilm 11.
Cc1ccccc1CS(=O)(=O)CCC(=O)NCc1ccccn1 was read as Smad3 FoxH1 inh -3, DAT uptake mod 0.084, MT1-MMP txn act 1.1, HUVEC tox TNFa 8, Candida biofilm -1, HUVEC tox IL1B -3, PTPN22 inh 2 -4, VCAM1 TNFa inh 1 and cytoskel mod 3.
CCCn1nnnc1SCC(=O)NCc1cccs1 was read as Smad3 FoxH1 inh 2, DAT uptake mod 0.33, MT1-MMP txn act 1.1, HUVEC tox TNFa -30, Candida biofilm 3, HUVEC tox IL1B -37, PTPN22 inh 2 -1, VCAM1 TNFa inh 9 and cytoskel mod -15.
Screening Cc1nc(NCCCN2CCOCC2)c2oc3ccccc3c2n1 returned Smad3 FoxH1 inh -4, DAT uptake mod 0.26, MT1-MMP txn act 1, Candida biofilm 5, HUVEC tox IL1B -2 and PTPN22 inh 2 2.
Screening CCN1C(=O)/C(=C/N2CC(C)CC(C)C2)SC1=S (stereo unspecified) returned Smad3 FoxH1 inh -5, DAT uptake mod -0.34, MT1-MMP txn act 1.1, HUVEC tox TNFa -5, Candida biofilm 6, HUVEC tox IL1B 13, PTPN22 inh 2 -7, VCAM1 TNFa inh 4 and cytoskel mod -28.
CC(C)(C)OC(=O)N1CCOCCOCCNCCOCCOCC1 was read as Smad3 FoxH1 inh -12, DAT uptake mod 0.011, MT1-MMP txn act 1.2, Candida biofilm 6, HUVEC tox IL1B -9, PTPN22 inh 2 -3, VCAM1 TNFa inh -1 and cytoskel mod -9.

High-throughput results: PubChem BioAssay, several laboratories

Some of the compounds tested, so the mix of outcomes need not match the whole.
